Compound activity (PubChem)
zfTRPN1 agonist: zebrafish TRPN1 (NompC) channel agonism. HEK293 zebrafish TRPN1-YFP, Fluo-8 calcium fluorescence; 100% = response to 87 µM carbachol. activation, % at 3 µM. 220,000 tested, 0.18% active;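 active = activation above its plate's cutoff, the mean activation of test wells on that plate plus 3 SD, cut at about 19% in these data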;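 also: 0% = DMSO alone and 100% = 87 µM carbachol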
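Material: zebrafish TRPN1-YFP in HEK293 cells; Doses: single test compound dose, 3 µM nominal, 0.3% DMSO; Timing: dye loading 1 h at 37 °C, then 30 min room temperature; Technique: intracellular calcium fluorescence with Fluo-8; Benchmarks: high carbachol 87 µM, low DMSO alone.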
CHOP inhibitor: blocks CHOP induction under ER stress. CHO-K1 CHOP-promoter luciferase, tunicamycin-induced, 15-18 h. inhibition, % at 10 µM. 220,000 tested, 3.8% active;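 active = compounds that reduced the stress-induced luciferase reporter signal by more than about 70% of percent inhibition, limit read from the data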;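 also: 0% = tunicamycin plus vehicle and 100% = wells without tunicamycin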
TRPML3 ag: human mucolipin-3 channel agonism; 220,000 tested, 0.29% active; Q8TDD5; HEK293 TRPML3-YFP, Fluo-8 calcium fluorescence; 100% = the carbachol control signal; AID 1448; activation, % at 3 µM;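 active = activation above its plate's cutoff, the mean activation of the plate's test wells plus 3 SD, cut at about 12% in these data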;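 also: 0% = DMSO only wells and 100% = carbachol wells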
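Material: HEK293 cells stably carrying human TRPML3-YFP; compound dosing: single dose, 3 µM final nominal compound, 0.3% DMSO final; incubation: 1-h 37 °C dye load, 5-s basal, 120-s post-compound reads; technique: Fluo-8 intracellular calcium fluorescence, excitation 470-495 nm, emission 515-575 nm; read-out basis: percent activation from peak-to-basal fluorescence ratio, scaled between DMSO and carbachol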
PPC-1+TRAIL kill: kills PPC-1 cancer cells in the presence of TRAIL; cell killing (% activity), % at 4 µM; 220,000 tested, 0.41% active; PPC-1 cells + TRAIL, ATPLite viability luminescence; AID 1443;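 active = cell killing above 50% in the first pass at 4 µM, then a duplicate retest at 5 µM averaging 50% or more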;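 also: plate controls were cells with TRAIL plus DMSO for no effect and medium-only wells lacking cells for full effect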
TNF death inh: inhibitors of TNF-alpha induced necroptosis in Jurkat FADD-/- cells | Jurkat FADD-/- TNF necroptosis rescue, ATP luminescence, 24 h; 0 = TNF only, 100 = no-TNF cells | activation (protection from cell death), % at 10 µM | 220,000 tested, 0.068% active | AID 463075;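 active = activation, meaning protection from cell death, of at least 50% relative to plate controls; inactive = activation below 50%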;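 also: necroptosis triggered by 40 ng/mL TNF-alpha added together with compound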
Ba/F3 V617F tox: loss of viability in JAK2V617F-driven Ba/F3 cells | Ba/F3 EpoR-JAK2V617F viability, ATP luminescence | inhibition, % at 5.6 µM | 220,000 tested, 1.1% active | AID 1446;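 active = inhibition above the campaign mean plus 3 SD over all tested compounds, cut at about 24% in these data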;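 also: cytokine-independent growth of Ba/F3 cells driven by EpoR plus mutant JAK2; 0% = DMSO-treated cells and 100% = JAK inhibitor I control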
BaF3 tox: counter-screen for JAK2V617F inhibitors: parental Ba/F3 viability inhibitors; CellTiter-Glo ATP luminescence; inhibition, % at 5.6 µM; 220,000 tested, 1.1% active; AID 1486;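 active = inhibition above a per-campaign cutoff, the mean inhibition of all tested compounds plus 3 SD, cut at about 27% in these data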;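 also: 0% = DMSO wells and 100% = JAK Inhibitor I control wells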
Wee1 degr inh: inhibitors of human Wee1 degradation; P30291; HeLa Luc-Wee1K328M stability, luciferase luminescence; 100% = proteasome inhibitor MG132 effect; reporter increase, % at 5 µM; 220,000 tested, 1.2% active; AID 1321;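 active = activation above the mean of all tested compounds plus 3 SD, set per screening run, cut at about 8.8% in these data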;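 also: cells exposed to compound for 20 h before luminescence read; 0% = DMSO alone and 100% = MG132 at 30 µM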
Target sequence (P30291 whole entry K328M): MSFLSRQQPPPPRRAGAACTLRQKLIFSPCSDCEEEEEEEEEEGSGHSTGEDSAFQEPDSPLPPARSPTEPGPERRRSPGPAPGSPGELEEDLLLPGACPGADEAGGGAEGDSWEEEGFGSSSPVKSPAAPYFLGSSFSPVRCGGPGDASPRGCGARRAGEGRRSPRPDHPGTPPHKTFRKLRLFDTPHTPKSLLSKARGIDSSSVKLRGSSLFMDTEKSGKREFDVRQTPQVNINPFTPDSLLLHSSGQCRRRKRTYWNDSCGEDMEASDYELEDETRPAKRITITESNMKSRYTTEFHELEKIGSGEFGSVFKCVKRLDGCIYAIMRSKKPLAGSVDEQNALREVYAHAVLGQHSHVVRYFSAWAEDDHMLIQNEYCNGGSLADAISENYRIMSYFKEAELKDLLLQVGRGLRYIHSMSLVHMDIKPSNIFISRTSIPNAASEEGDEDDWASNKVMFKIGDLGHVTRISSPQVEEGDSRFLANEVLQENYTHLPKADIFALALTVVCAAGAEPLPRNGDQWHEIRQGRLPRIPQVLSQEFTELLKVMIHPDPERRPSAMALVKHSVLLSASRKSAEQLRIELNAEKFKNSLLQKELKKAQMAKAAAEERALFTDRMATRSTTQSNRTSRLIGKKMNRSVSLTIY
RBBP9 inh: blocks human serine hydrolase RBBP9; O75884; 220,000 tested, 0.2% active; inhibition, % at 7.94 µM; recombinant RBBP9, FP-Rh probe fluorescence polarization;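 active = inhibition above the campaign mean of all tested compounds plus 3 SD, cut at about 14% in these data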;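 also: plate controls were DMSO wells with RBBP9 for no effect and wells lacking RBBP9 protein for full effect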
Target sequence (O75884 whole entry, looked up): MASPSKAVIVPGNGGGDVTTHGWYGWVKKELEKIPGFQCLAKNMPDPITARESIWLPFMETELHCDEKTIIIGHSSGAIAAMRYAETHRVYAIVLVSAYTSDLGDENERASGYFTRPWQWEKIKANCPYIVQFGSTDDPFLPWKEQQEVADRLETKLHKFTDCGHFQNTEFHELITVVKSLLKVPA
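Test system – recombinant human RBBP9 · Input – RBBP9 2.5 µM in dispensing solution, pre-mixing · Medium – Tris buffer pH 8.0, NaCl, Pluronic · Schedule – preincubation 30 min plus labeling 45 min at 25 °C · Measured by – fluorescence polarization · Measure – % inhibition · Controls – DMSO and no-protein wells · Replicates – one well per compound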
An asterisk follows results filed as active; · = no result given.

SMILES | zfTRPN1 agonist | CHOP inhibitor | TRPML3 ag | PPC-1+TRAIL kill | TNF death inh | Ba/F3 V617F tox | BaF3 tox | Wee1 degr inh | RBBP9 inh
COc1ccc(N2CCN(C(=O)C3CCN(S(=O)(=O)c4ccc(F)cc4)CC3)CC2)cc1 | 0.5 | 4 | 4.7 | 3 | -1.3 | -1 | 5 | 4 | -6
O=C(CN1C(=O)CCC1=O)Nc1nc(-c2ccc(Oc3ccccc3)cc2)cs1 | -1.6 | 38 | 1.0 | 11 | 2.0 | 3 | 2 | 3 | -13
CC(C)(C)NC(=O)C(c1ccco1)N(C(=O)Cn1nnc(-c2ccc(F)cc2)n1)c1ccccc1F (configuration not stated) | -2.3 | 84* | -0.1 | -3 | -1.9 | 1 | 6 | 0 | -1
CCN(CC)CC(O)CCCCCCCCC(=O)OC (configuration not stated) | -0.7 | 3 | 0.6 | -3 | 2.0 | -7 | -3 | -2 | 10
CC(=O)Nc1ccc(NC(=O)CSc2ccc(-c3ccco3)nn2)cc1 | 0.3 | 5 | 0.6 | 6 | 2.6 | -1 | -1 | -2 | 0
CC(=O)Nc1cccc(-c2csc(N)n2)c1 | 0.7 | 15 | 0.7 | 0 | -0.2 | 1 | 6 | -2 | 0
O=C(CNC(=O)c1ccc2c(c1)OCO2)N/N=C(Br)/C=C/c1ccccc1 | -0.7 | 29 | -0.5 | 0 | 1.1 | -4 | -2 | -2 | -7
Cc1ccc2oc(Nc3nc(C)c(C)c(C)n3)nc2c1 | 1.5 | -21 | 0.1 | 2 | -2.2 | 1 | 0 | 4 | 2
CC1CCN(CCCNC(=O)c2ccc3c(Cl)c4c(nc3c2)CCCC4)CC1 | 0.4 | 54 | 1.3 | 11 | -10 | 15 | -2 | 5 | 0
Cc1ccccc1NS(=O)(=O)c1cc(C(=O)NCCSC2CCCCC2)ccc1C | -1.8 | 72* | -0.7 | -3 | -4.2 | -2 | 2 | -2 | -11
COc1cc(C(=O)CSc2nncn2C)cc(OC)c1OC | -0.6 | -2 | 1.7 | 10 | -0.8 | -4 | 1 | 0 | -7
CC(C)NC(=O)C1CCN(C2CCN(C(=O)c3ccc4cccc(F)c4n3)CC2)CC1 | 1.6 | -7 | 0.8 | -15 | 1.8 | 1 | 2 | 5 | -6
Oc1ccc(CNc2ccccc2F)c2cccnc12 | 0.7 | 50 | -0.3 | -6 | -9.5 | 3 | 2 | -1 | -1
COc1ccc(-n2c3c(cc(C(=O)NC4CCSC4=O)c2=O)C(=O)CC(C)(C)C3)cc1 (configuration not stated) | 1.2 | -6 | 1.0 | 8 | -2.0 | 0 | 2 | -3 | -3
COc1cccc(NC(=S)N2CCCC2)c1 | -1.0 | -11 | 0.5 | 14 | 1.2 | -5 | -4 | 0 | -7

Reformatted: entries from further up
mol,zfTRPN1 agonist,CHOP inhibitor,TRPML3 ag,PPC-1+TRAIL kill,TNF death inh,Ba/F3 V617F tox,BaF3 tox,Wee1 degr inh,RBBP9 inh
Cc1ccccc1NS(=O)(=O)c1cc(C(=O)NCCSC2CCCCC2)ccc1C,-1.8,72*,-0.7,-3,-4.2,-2,2,-2,-11
COc1cc(C(=O)CSc2nncn2C)cc(OC)c1OC,-0.6,-2,1.7,10,-0.8,-4,1,0,-7

The listing picks up, starting two compounds before the break.
SMILES | zfTRPN1 agonist | CHOP inhibitor | TRPML3 ag | PPC-1+TRAIL kill | TNF death inh | Ba/F3 V617F tox | BaF3 tox | Wee1 degr inh | RBBP9 inh
COc1ccc(-n2c3c(cc(C(=O)NC4CCSC4=O)c2=O)C(=O)CC(C)(C)C3)cc1 (configuration not stated) | 1.2 | -6 | 1.0 | 8 | -2.0 | 0 | 2 | -3 | -3
COc1cccc(NC(=S)N2CCCC2)c1 | -1.0 | -11 | 0.5 | 14 | 1.2 | -5 | -4 | 0 | -7
COC(=O)c1ccc(C(=O)OC)c(NC(=O)CCc2ccc(C)o2)c1 | -1.5 | 2 | -0.6 | 7 | -1.7 | -4 | 3 | -2 | -9
CCOC(=O)c1c(C)[nH]c(C(=O)Cn2nnc(-c3ccc(Cl)cc3)n2)c1C | 1.0 | 63 | 0.9 | 20 | -2.2 | -2 | 2 | 0 | -5
COc1ccc(N2C(=O)CCC(C(=O)N(C)CCc3ccccn3)C2c2ccc(OC)c(OC)c2)cc1 (configuration not stated) | -0.4 | 0 | -1.6 | 20 | 0.2 | 0 | 6 | 1 | -6
COc1cc(NC2c3ncccc3C(=O)N2Cc2ccco2)cc(OC)c1OC (configuration not stated) | 0.4 | -14 | 0.0 | -2 | 1.4 | 0 | 0 | 1 | -6
CCOC(=O)c1sc2nccc(N(C)C)c2c1N=CN(C)C | 0.5 | 16 | -0.4 | 0 | 1.9 | 2 | 2 | -2 | -9
O=S(=O)(CCN1CCN(C(c2ccccc2)c2ccccc2)CC1)C(F)(F)F | -0.9 | 35 | 0.0 | 5 | 0.9 | 11 | -3 | -2 | -11
COC(=O)c1c(C)[nH]c(/C=N/Nc2ccccc2)c1C | 2.9 | -12 | -0.2 | -8 | 1.6 | -4 | 0 | 1 | 2
CCN(C(=O)Cc1ccc(Br)cc1)C1CCCCC1 | -0.9 | 41 | 0.3 | -17 | 4.5 | -3 | 0 | -2 | 5
CC(=O)c1nnn(-c2c(F)cccc2F)c1C | 1.8 | 16 | 1.1 | 6 | -1.9 | -1 | -3 | 2 | 9
CN(C)c1nc(N)nc(CSc2nnnn2-c2cccc3ccccc23)n1 | 0.4 | · | -0.4 | -7 | -1.3 | 4 | 6 | -4 | -1
Cn1c(CCNC(=O)c2ccccc2Cl)n[nH]c1=S | 0.8 | 2 | 1.1 | 9 | -2.4 | 0 | 0 | -1 | 1
Cc1ccc(C(=O)NC(C)(COc2nonc2C)COc2nonc2C)cc1 | -2.5 | 19 | -0.7 | 29 | 3.2 | 1 | 2 | 1 | 1
C=CCNC(=S)N1CCC(C(N)=O)CC1 | 0.2 | 19 | 0.3 | -8 | -0.9 | 3 | 6 | 4 | -11
Cc1ccc(C(O)CN2C3=NCCCN3c3ccccc32)cc1 (configuration not stated) | -0.2 | -15 | -0.1 | 7 | -1.0 | -2 | 0 | -3 | 0
COC(=O)c1ccc(S(=O)(=O)N(Cc2ccccc2)Cc2ccccc2)n1C | -1.0 | 1 | 0.7 | 3 | 3.0 | 8 | -4 | -1 | 1
O=C(CN(Cc1ccc(F)cc1)S(=O)(=O)c1ccccc1)N1CCCCC1 | -0.5 | 8 | -0.1 | 12 | 0.1 | -3 | 4 | -2 | -11
CC(Oc1ccccc1)C(=O)NC1=NCCS1 (configuration not stated) | 1.3 | -21 | 0.9 | 1 | 0.7 | -3 | 13 | 1 | -9
O=C(N/N=C/c1ccc(OC(F)F)cc1)C1=COCCO1 | 0.1 | -18 | 1.0 | 31 | -1.1 | -1 | 1 | 5 | -5
Cn1c(=O)n(CC(=O)OCc2ccccc2)c(=O)c2c1nc1n2CCCN1C1CCCCC1 | -0.2 | · | 0.6 | · | 0.2 | 4 | 3 | -2 | -12
CCN(CC)c1ccc(C=NCCc2ccc(S(N)(=O)=O)cc2)cc1 | -2.1 | 15 | 0.7 | 20 | -0.5 | -5 | -2 | 2 | 4
O=C(NC1CC1)c1ccc2snnc2c1 | 1.2 | 13 | -0.1 | 11 | 0.5 | 0 | 3 | -2 | -7
CCCNC(=S)NC1CC2CCCC(C1)N2CC(C)C (configuration not stated) | 0.5 | 1 | 0.0 | 14 | -1.1 | -3 | 0 | 4 | -2
COc1ccccc1-c1nc(N)n[nH]1 | -0.6 | 40 | 0.4 | 13 | 3.9 | -2 | -2 | -2 | -8
CCOC(=O)CC(=O)CSc1nc(C)nc2c1oc1ccccc12 | -0.5 | -4 | 0.7 | 25 | -6.9 | -4 | 2 | -1 | -12
CC1CCC/C(=C\Nc2ccc3c(c2)OCO3)C1=O (configuration not stated) | -1.6 | 1 | -0.1 | 21 | -2.8 | -4 | 1 | 2 | 0
CCc1cccc2c(C(=S)N3CCCC3)c[nH]c12 | 3.1 | -17 | 1.7 | · | 0.6 | -1 | 10 | 14* | -6
Cc1ccsc1C(=O)NNC(=O)C1CCCCC1C(=O)O (configuration not stated) | -0.7 | 10 | 0.6 | 10 | -0.4 | 3 | 5 | 0 | 5
COc1nc2ccc(C)cc2cc1-c1noc(-c2cccnc2)n1 | 0.1 | -6 | 0.3 | -1 | 1.9 | 0 | 4 | 1 | -3
O=c1[nH]c(=O)n([C@H]2C[C@H](O)[C@@H](CO)O2)cc1C(F)(F)F | 0.9 | 16 | 0.7 | 4 | -15 | 96* | 88* | -4 | 2
COc1ccc(Nc2ncc3c(n2)CC(c2ccc(C)cc2)CC3=O)cc1 (configuration not stated) | -0.4 | 44 | -0.3 | 13 | -1.6 | -2 | -1 | -1 | 2

Results in CHOP inhibitor, zfTRPN1 agonist and TNF death inh, for some of the entries so far:
Molecule | CHOP inhibitor | zfTRPN1 agonist | TNF death inh
Cn1c(=O)n(CC(=O)OCc2ccccc2)c(=O)c2c1nc1n2CCCN1C1CCCCC1 | · | -0.2 | 0.2
Cc1ccsc1C(=O)NNC(=O)C1CCCCC1C(=O)O (configuration not stated) | 10 | -0.7 | -0.4
CCCNC(=S)NC1CC2CCCC(C1)N2CC(C)C (configuration not stated) | 1 | 0.5 | -1.1
O=C(NC1CC1)c1ccc2snnc2c1 | 13 | 1.2 | 0.5
COc1nc2ccc(C)cc2cc1-c1noc(-c2cccnc2)n1 | -6 | 0.1 | 1.9

Next entries follow:
SMILES | zfTRPN1 agonist | CHOP inhibitor | TRPML3 ag | PPC-1+TRAIL kill | TNF death inh | Ba/F3 V617F tox | BaF3 tox | Wee1 degr inh | RBBP9 inh
Cc1ccc(S(=O)(=O)N/N=C/c2cccn2-c2ccc(Cl)cc2)cc1 | -0.4 | 55 | 0.5 | · | -3.5 | 4 | 4 | 3 | -10
COc1ccc(CCNC(=O)C2CCN(S(=O)(=O)c3ccc(OC)c(OC)c3)CC2)cc1 | 0.4 | 30 | 0.1 | -6 | -0.5 | 1 | 5 | 1 | 1
O=C(NC1CC2CCC1C2)C1CCN(S(=O)(=O)c2ccc(-c3nn[nH]n3)cc2)CC1 (configuration not stated) | 0.5 | -3 | 0.3 | -20 | 0.5 | 0 | 7 | -3 | -6
CC1(C)CC(=O)C2=C(C1)OC(N)=C([N+](=O)[O-])C2c1ccc(F)cc1 (configuration not stated) | -1.4 | 0 | 0.1 | -9 | 0.6 | -2 | 1 | 1 | 4
Cc1c(C(=O)O)oc2c1C(=O)CC(C)(C)C2 | 1.5 | -6 | 0.9 | · | 1.4 | -4 | 4 | 1 | -7
Cc1ccc(S(=O)(=O)NC(C)CCc2ccccc2)cc1 (configuration not stated) | -1.9 | 39 | -1.7 | -10 | -2.2 | 1 | -3 | -1 | -5
